Compound activity as filed in PubChem BioAssay.
Tb MetRS inh = blocks T. brucei methionyl-tRNA synthetase activity. hit rate 0.4% among 360,000. inhibition, % at 11.9 µM. purified T. brucei MetRS, ATP depletion, Kinase-Glo luminescence;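 active means inhibition above a per-plate cutoff of the control wells' mean inhibition plus 3 SD, cut at about 5.5% in these data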;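 further: 0% = DMSO wells median and 100% = median of wells with control inhibitor compound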
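assay system = parasite MetRS enzyme | timing = 15 min preincubation, 2 h reaction, all 25 °C | evaluation = percent inhibition relative to median high and low control wells | medium = HEPES buffer containing pyrophosphatase, BSA, spermine, DTT | compound = single dose, 11.9 µM final nominal, 0.9% final DMSO | detection = Kinase-Glo luminescence, ATP depletion format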
MT1-MMP act inh = blocks activation of human MT1-MMP. GFP/RFP ratio change, % at 20 µM. AID 651647. P50281. hit rate 0.061% among 360,000. HT1080 RFP-PRO-GFP cells, GFP/RFP ratio fluorescence, overnight; percent of plate control window, DMSO zero;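 active means GFP/RFP ratio change of at least 30% with cell ATP level not reduced by more than half and red fluorescence within 50% of control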; further: strong numbers were not always called active
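Compound: 20 µM single dose, 1% DMSO / System: HT1080 RFP-PRO-GFP cells / Controls: DMSO and RFP-L50D-GFP cell wells / Read-out basis: GFP/RFP fluorescence ratio / Schedule: overnight compound exposure at 37 °C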
CendR NRP1 mod = alters CendR peptide binding to human NRP-1; O14786; FAM-RPARPAR peptide binding to NRP-1, fluorescence polarization; inhibition, % at 25 µM; hit rate 0.85% among 360,000; AID 602438;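 active means inhibition or corrected inhibition above about 18%, plus a signal ratio from 0.5 to 1.5, limit read from the data, passing the limit was not always enough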; further: strong numbers were not always called active
bovine MsrA act = bovine methionine sulfoxide reductase A activation; purified bovine MsrA, absorbance read-out; activation, % at 10.6 µM; hit rate 0.3% among 360,000; in the data active means activation above about 7.5%;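 further: 0% = vehicle and 100% = reference activator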
eLon inh = inhibits E. coli Lon protease; P0A9M0; purified E. coli Lon protease, fluorescence polarization; inhibition, % at 7.94 µM; hit rate 0.42% among 360,000; in the data active means inhibition above about 13%, passing the limit was not always enough;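 further: 0% = enzyme with probe and DMSO and 100% = no enzyme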
FAS TE block = inhibitors of human fatty acid synthase thioesterase domain; recombinant FAS-TE, OMFH fluorogenic substrate, fluorescence endpoint; inhibition, % at 15 µM; P49327; hit rate 0.67% among 360,000; AID 602261;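 active means compounds whose normalised, plate-corrected inhibition of enzyme fluorescence in the single-dose primary screen is 50% or more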;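 further: 0% = DMSO with enzyme and 100% = substrate without enzyme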
Target sequence (P49327 whole entry, looked up, the tested form may be a part): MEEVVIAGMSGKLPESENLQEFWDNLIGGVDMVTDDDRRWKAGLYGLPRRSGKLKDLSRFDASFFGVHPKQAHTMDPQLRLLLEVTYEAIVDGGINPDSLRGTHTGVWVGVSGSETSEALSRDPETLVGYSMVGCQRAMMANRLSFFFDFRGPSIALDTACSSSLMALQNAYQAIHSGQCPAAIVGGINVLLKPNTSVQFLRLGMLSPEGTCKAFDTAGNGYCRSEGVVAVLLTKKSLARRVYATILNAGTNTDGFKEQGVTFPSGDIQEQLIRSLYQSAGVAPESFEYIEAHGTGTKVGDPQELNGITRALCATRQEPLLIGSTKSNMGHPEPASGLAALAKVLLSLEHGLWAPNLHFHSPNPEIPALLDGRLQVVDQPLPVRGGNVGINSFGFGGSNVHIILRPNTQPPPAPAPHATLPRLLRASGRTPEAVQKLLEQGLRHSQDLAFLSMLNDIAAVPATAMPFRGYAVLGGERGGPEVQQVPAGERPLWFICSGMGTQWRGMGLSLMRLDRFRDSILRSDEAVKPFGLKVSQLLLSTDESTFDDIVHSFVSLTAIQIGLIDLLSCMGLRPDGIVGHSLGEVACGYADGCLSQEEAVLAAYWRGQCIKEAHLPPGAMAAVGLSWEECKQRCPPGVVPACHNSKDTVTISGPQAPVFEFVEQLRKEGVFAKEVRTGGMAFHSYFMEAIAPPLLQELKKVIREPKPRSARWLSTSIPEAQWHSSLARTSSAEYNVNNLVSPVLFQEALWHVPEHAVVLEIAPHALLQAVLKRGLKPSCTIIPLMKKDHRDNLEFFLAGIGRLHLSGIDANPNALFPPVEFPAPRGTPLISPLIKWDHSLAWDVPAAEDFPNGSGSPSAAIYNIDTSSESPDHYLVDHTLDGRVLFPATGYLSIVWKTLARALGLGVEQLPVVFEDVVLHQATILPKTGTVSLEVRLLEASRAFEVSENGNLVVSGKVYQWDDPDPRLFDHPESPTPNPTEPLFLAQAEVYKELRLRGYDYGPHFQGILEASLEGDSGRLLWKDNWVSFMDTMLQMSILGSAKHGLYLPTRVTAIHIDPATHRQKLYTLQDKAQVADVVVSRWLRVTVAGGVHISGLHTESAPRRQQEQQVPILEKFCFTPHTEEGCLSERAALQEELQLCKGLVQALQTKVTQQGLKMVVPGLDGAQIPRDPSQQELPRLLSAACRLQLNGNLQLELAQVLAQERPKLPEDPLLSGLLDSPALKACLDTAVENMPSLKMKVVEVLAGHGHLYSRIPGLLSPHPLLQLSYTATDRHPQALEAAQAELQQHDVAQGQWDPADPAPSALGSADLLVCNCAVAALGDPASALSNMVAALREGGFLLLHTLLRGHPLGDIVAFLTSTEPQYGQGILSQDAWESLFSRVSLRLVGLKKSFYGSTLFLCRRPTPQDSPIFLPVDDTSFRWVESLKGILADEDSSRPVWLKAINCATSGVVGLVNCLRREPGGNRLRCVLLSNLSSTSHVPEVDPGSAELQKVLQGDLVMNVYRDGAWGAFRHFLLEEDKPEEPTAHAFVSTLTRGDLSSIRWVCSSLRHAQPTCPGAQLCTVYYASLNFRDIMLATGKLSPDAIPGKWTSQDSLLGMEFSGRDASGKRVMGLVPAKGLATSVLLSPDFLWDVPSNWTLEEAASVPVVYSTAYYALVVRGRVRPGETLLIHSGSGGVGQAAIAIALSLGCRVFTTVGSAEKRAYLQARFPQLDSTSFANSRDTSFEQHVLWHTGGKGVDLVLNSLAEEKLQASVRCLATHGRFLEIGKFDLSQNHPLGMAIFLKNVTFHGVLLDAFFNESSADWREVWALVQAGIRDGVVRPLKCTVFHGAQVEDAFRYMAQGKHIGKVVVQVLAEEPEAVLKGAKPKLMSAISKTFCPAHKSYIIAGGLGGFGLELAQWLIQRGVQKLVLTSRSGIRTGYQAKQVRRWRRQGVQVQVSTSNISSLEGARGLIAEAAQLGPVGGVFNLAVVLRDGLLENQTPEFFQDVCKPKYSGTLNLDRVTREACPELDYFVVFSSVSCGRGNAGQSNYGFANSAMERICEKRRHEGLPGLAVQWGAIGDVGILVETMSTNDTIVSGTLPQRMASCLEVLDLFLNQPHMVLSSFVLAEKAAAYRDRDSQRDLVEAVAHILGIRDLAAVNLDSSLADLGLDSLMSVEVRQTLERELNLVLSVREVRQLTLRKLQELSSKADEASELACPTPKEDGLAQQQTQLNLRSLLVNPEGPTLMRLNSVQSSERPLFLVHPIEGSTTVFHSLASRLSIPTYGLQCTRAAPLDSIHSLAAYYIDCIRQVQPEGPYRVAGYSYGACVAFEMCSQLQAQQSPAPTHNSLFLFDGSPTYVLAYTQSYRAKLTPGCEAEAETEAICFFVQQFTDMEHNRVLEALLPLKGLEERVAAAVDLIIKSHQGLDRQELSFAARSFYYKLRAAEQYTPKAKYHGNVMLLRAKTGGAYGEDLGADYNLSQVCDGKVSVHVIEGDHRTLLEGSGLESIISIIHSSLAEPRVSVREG
SKN-1 inh = inhibitors of C. elegans SKN-1. C. elegans VP596 Pgst-4::GFP/RFP ratio, acrylamide-induced, 24 h. inhibition, % at 21.8 µM. hit rate 0.49% among 360,000. AID 624304;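 active means interference check ratio from 0.5 to 1.5 plus GFP to RFP signal ratio inhibition reaching or exceeding a fixed threshold, cut at about 30% in these data, passing the limit was not always enough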; further: some compounds called inactive have numbers as strong as hits
MsrA inh = inhibits bovine methionine sulfoxide reductase A | purified bovine MsrA, absorbance read-out | inhibition, % at 15.5 µM | hit rate 0.75% among 360,000; in the data active means inhibition above about 4.5%;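 further: 0% = vehicle wells with enzyme and 100% = reference inhibitor wells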
PABP1 MLLE inh = inhibitors of microRNA-mediated deadenylation, human PABP1 MLLE binding. GST-MLLE / FITC-PAM2 fluorescence polarization. P11940. hit rate 0.36% among 360,000. inhibition, % at 20 µM; in the data active means inhibition above about 35%, passing the limit was not always enough;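 further: plate controls were DMSO wells with GST-MLLE for no effect and wells lacking GST-MLLE protein for full effect; some results filed as inactive read as strong as hits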
The depositor's hits bear a star; · = no result given.

SMILES	Tb MetRS inh	MT1-MMP act inh	CendR NRP1 mod	bovine MsrA act	eLon inh	FAS TE block	SKN-1 inh	MsrA inh	PABP1 MLLE inh
CN(C)CC1CCCCC1=O (configuration not stated)	-0.4	2	-16	3	6	-8	5	-1.1	-13
C=CCN1C(=O)NC(=O)/C(=C/c2c(CCN(C)C(=O)c3ccccc3)cc3c(c2OC)OCO3)C1=O	0.1	3	-14	3	-13	-4	13	0.3	14
COc1ccc(-c2cc(C(F)(F)F)n3nc(C(=O)N4CCC5(CC4)OCCO5)cc3n2)cc1OC	-0.8	6	-4	-1	2	-2	11	0.1	2
CC1(C)CC(=O)C=C(NCCN2CCN(C(=O)Cc3ccc(Cl)cc3)CC2)C1	-1.1	1	2	-5	-1	-8	-43	-0.6	6
CC(C)(OOC1(c2ccccc2)NC(=O)c2ccccc21)c1ccccc1 (configuration not stated)	-0.6	2	6	0	14	12	-14	-0.3	·
COc1ccccc1N1CCN(Cc2ccc(Cl)cc2Cl)CC1	-0.2	7	3	1	10	15	-1	0.0	-1
CC[C@H]1CN(C)C[C@@]2(C(=O)OC)Cc3c([nH]c4ccccc34)C(=O)C[C@@H]12	1.2	4	-18	-3	0	-4	25	-0.6	-13
COc1ccc(O)c(CN2CCCC(C(=O)c3ccccc3SC)C2)c1 (configuration not stated)	-0.6	-1	14	-3	-3	-7	3	0.0	-4
Cc1ccc(N2C(=O)NC(=O)C(CCc3ccncc3)(Cc3cccc(Cl)c3Cl)C2=O)cc1 (configuration not stated)	-0.7	-10	-8	-3	2	5	9	-0.4	-10
Cc1ccccc1-n1c(C)nc2ccccc2c1=O	-0.8	0	17	-5	-1	-3	12	-1.4	5
CCCCn1nnnc1C(CCSC)N1CCC(n2c(=O)[nH]c3ccccc32)CC1 (configuration not stated)	-0.8	-4	15	-8	-11	1	7	0.0	2
CCOC(=O)[C@]12Cc3c(cc(OC)c(OC)c3OC)[C@H]1N(C(C)C)C(=O)c1ccccc12	-0.8	1	-5	-1	-2	12	-4	0.4	·
CC(C)(C)[C@]1(O)C[C@@H]2OC(=O)C[C@@]23C(=O)O[C@@H]2OC(=O)[C@@H](O)C213 (some centres not stated)	-0.3	-1	-5	-13	-12	-7	10	-0.6	-1
COc1ccc(C(=O)N/N=C/C23CC[C@@H](O)CC2(O)CC[C@@H]2[C@@H]3CCC3(C)C(C4=CC(=O)OC4)CCC23O)cc1 (some centres not stated)	-0.3	4	-7	-5	8	-2	-1	-0.9	1
Cc1ccccc1CN1CCNCC1	0.5	-1	3	-3	2	-5	7	-0.2	2
Clc1ccccc1C1=NCc2nncn2-c2sc(Br)cc21	-0.2	-4	0	-2	-5	-1	-7	0.0	-14
Cc1[nH]n(-c2ccccc2)c(=O)c1C(c1ccc([N+](=O)[O-])cc1)c1c(C)[nH]n(-c2ccccc2)c1=O	5.2	16	0	-4	0	85*	7	·	22
COC(=O)C1=C(c2c(C)noc2C)C[C@@H]2CC[C@H]1N2C(=O)N1CCOCC1	-0.1	12	-6	-3	-6	-1	16	1.1	-10
O=C1/C(=C/c2ccccc2)C[C@@]2(O)[C@H]3Cc4ccc(O)c5c4[C@@]2(CCN3CC2CC2)C1O5 (some centres not stated)	-1.4	-7	-15	-10	-8	-3	-4	·	2
CC(O)(CS(=O)(=O)c1cccc(C(F)(F)F)c1)C(=O)Nc1cccc(C(F)(F)F)c1 (configuration not stated)	-0.3	7	-11	-1	1	13	6	-0.1	-16

Copied from the listing for reference:
SMILES	Tb MetRS inh	MT1-MMP act inh	CendR NRP1 mod	bovine MsrA act	eLon inh	FAS TE block	SKN-1 inh	MsrA inh	PABP1 MLLE inh
COC(=O)C1=C(c2c(C)noc2C)C[C@@H]2CC[C@H]1N2C(=O)N1CCOCC1	-0.1	12	-6	-3	-6	-1	16	1.1	-10
O=C1/C(=C/c2ccccc2)C[C@@]2(O)[C@H]3Cc4ccc(O)c5c4[C@@]2(CCN3CC2CC2)C1O5 (some centres not stated)	-1.4	-7	-15	-10	-8	-3	-4	·	2
CC(O)(CS(=O)(=O)c1cccc(C(F)(F)F)c1)C(=O)Nc1cccc(C(F)(F)F)c1 (configuration not stated)	-0.3	7	-11	-1	1	13	6	-0.1	-16

Further structures:
SMILES	Tb MetRS inh	MT1-MMP act inh	CendR NRP1 mod	bovine MsrA act	eLon inh	FAS TE block	SKN-1 inh	MsrA inh	PABP1 MLLE inh
Cn1c(O)c(C=NCc2cccs2)c(=O)n(C)c1=O	-1.7	-4	-5	-12	2	-4	-2	0.5	0
COC(=O)C1=C(c2c(C)noc2C)C[C@@H]2CC[C@H]1N2C(=O)NC1Cc2ccccc2C1	-0.5	-4	6	-7	-2	-11	-10	0.9	15
CCC(=O)c1ccc(OC(=O)N(C)c2ccccc2)cc1	0.8	0	1	-3	-2	-6	-4	-1.2	8
COC(=O)c1ccc(C(C(=O)NC2CCCCC2)N(CCN2CCOCC2)C(=O)Cc2cccs2)cc1 (configuration not stated)	-2.2	3	14	-10	1	6	-2	-0.3	-5
C=CCn1c(O)c(C(CC)=NCC2CCCO2)c(=O)[nH]c1=O (configuration not stated)	-0.2	1	-11	-3	2	-6	-4	-1.0	-6
Cn1c(=O)n(CC(=O)N2CCC3(CC2)OCCO3)c(=O)c2ccccc21	-1.6	4	8	-11	-4	-2	1	-1.4	-3
COc1cc2cc(C(=O)N3CC(COS(C)(=O)=O)c4ccc(O)cc43)[nH]c2c(OC)c1OC (configuration not stated)	-0.3	-14	-10	-4	3	-1	-13	·	-7
CC(C)(C)n1nnnc1C(C1CC1)N1CCC(n2c(=O)[nH]c3ccccc32)CC1 (configuration not stated)	-0.5	2	11	-4	-17	-4	19	-0.8	12
COc1cc2c(cc1OC)C(C(=O)N1CCC3(CC1)OCCO3)C(c1ccccc1F)N(C)C2=O (configuration not stated)	0.7	3	3	-1	4	-5	-12	1.3	4
COc1ccc(C=C2C(=O)NC(=S)NC2=O)cc1OC	0.1	-3	-16	-2	-17	-6	-3	0.4	24
O=c1[nH]c(=S)[nH]c(O)c1N=Nc1cc2c(cc1[N+](=O)[O-])OCO2	-0.3	6	-22	0	-5	4	10	-0.2	0
O=C(COC(=O)Cc1ccccc1)Nc1ccc(Cl)cn1	-0.2	-1	-10	-2	3	-2	3	0.6	-15
N#Cc1ccc(CN2Cc3ccccc3-n3nncc3C2)cc1	-2.3	6	1	-7	4	-7	-5	1.5	-8
COc1ccccc1NC1(C#N)CCCCC1	-1.1	0	10	-7	-1	-7	8	1.1	-13
CCOC(=O)C1(CCc2ccccc2)CCN(Cc2csc(C(C)=O)c2)CC1	-0.4	9	0	-9	-2	5	-5	-0.6	10
CCC(=NCCc1c[nH]c2ccccc12)c1c(O)n(-c2ccc(C)cc2)c(=O)[nH]c1=O	-1.5	-2	-8	-9	4	1	4	0.5	-10
NN=C1C(Cl)=C(Cl)C(Cl)=C1Cl	0.0	5	8	-3	-14	-80	12	0.1	16
CCOC(=O)[C@]12Cc3cc(OC)ccc3[C@H]1N(C(C)C)C(=O)c1cc(OC)ccc12	-0.2	-14	-11	-2	0	47	9	0.3	·
COc1cc2c(cc1/C=C/[N+](=O)[O-])OCO2	0.5	3	2	-5	0	-4	-12	-0.6	2
CN1OCC2Cn3c(nc4ccccc43)C21 (configuration not stated)	-0.6	-3	10	-12	9	-15	10	0.5	6
O=C(CCCN1CCC(n2c(=O)[nH]c3ccccc32)CC1)c1ccc(F)cc1	0.3	2	-8	1	5	0	9	0.9	8
O=C(O)c1cc[c]([Hg][Cl])cc1	0.9	-2	-10	-12	8	13	45*	·	30
c1cc2c(cc1CCNC1C3CC4CC(C3)CC1C4)OCO2 (configuration not stated)	-0.3	3	-1	1	-1	-7	11	-0.4	-5
COc1ccc(OC(=O)N(C)C[C@@H]2OCc3ccccc3-c3c(n(C)c4ccccc34)C(=O)N([C@H](C)CO)C[C@@H]2C)cc1	-1.1	-3	-6	-6	-5	7	-11	0.4	-4
O=C1NCN(c2ccccc2)C12CCN(C(c1cccs1)c1nnnn1-c1ccc3c(c1)OCCO3)CC2 (configuration not stated)	0.0	-3	21	-2	-9	62*	-2	-1.6	-14
Cc1ccc(N2C(=O)NC(=O)C3(Cc4ccccc4N4CCCC43)C2=O)cc1 (configuration not stated)	-0.3	-10	-31	-2	-21	2	59*	-0.2	-7
CCCCOC(=O)C1=C(N)OC2=C(C(=O)CC(C)(C)C2)[C@]12C(=O)N(C)c1ccccc12	-0.6	-2	-4	-4	-6	0	12	-0.5	10
CC(C)N(CC#CCC1(O)c2ccccc2-c2ccccc21)C(C)C	0.7	-13	-6	-1	-17	-8	1	-0.2	9
COc1cccc(C(=O)C2CCCN(Cc3ccccn3)C2)c1 (configuration not stated)	-0.6	2	-16	-8	-1	2	-3	0.8	-6
COc1ccc(-n2c(O)c(C=NCCN3CCN(C(C)=O)CC3)c(=O)[nH]c2=S)cc1	-0.2	-2	-9	-2	0	-3	-4	2.1	7
CCC1(CC)COP(=O)(OCC(Cl)CCl)OC1 (configuration not stated)	-0.3	2	11	-2	-4	-11	20	-1.3	5
CNC(=O)C[C@H]1CC[C@@H]2NC[C@H](O)COC[C@H]2O1	0.6	2	-1	·	·	·	7	-0.4	·
O=c1cccc2n1CC1CNC[C@H]2C1	-1.4	-1	-1	-4	-5	-4	-5	0.2	-18
Cc1ccccc1NC(=NCCCN1CC1)Nc1ccccc1C	0.1	5	40*	-1	-14	-17	-17	0.9	-96
O=C1/C(=C\c2ccncc2)N2CCC1CC2	0.4	-5	4	0	-11	-5	-10	-1.2	-13
O=P(Oc1ccc(-c2ccccc2)cc1)(N1CC1)N1CC1	-0.3	2	0	-3	7	-5	3	1.2	-5
Fc1ccc(C2N3CCCN23)cc1 (configuration not stated)	0.0	0	4	-1	-6	-7	-10	-0.6	11
COC(=O)C1=C(c2cccc(C#N)c2)C[C@@H]2CC[C@H]1N2C(=O)NC(C)C	-0.4	1	22*	-1	-5	-18	11	-0.2	6
CC1C(c2ccccc2)OC(=O)N1C (configuration not stated)	0.1	-2	1	-2	-4	-11	0	-1.0	13
O=C(c1ccccc1)N1CCC2(CC1)OCCO2	0.1	-1	1	-4	2	-3	-16	-1.6	4
C=C1CC[C@@]2(O)[C@H]3Cc4ccc(O)c5c4[C@@]2(CCN3CC2CC2)[C@H]1O5	-0.3	3	-3	2	3	-7	-2	·	5
Cn1cc[n+](C)c1P(=S)(c1ccccc1)c1ccccc1	-0.6	-1	5	-4	-3	-9	1	-0.2	-102
CCOc1cc(CNC(C)C(O)c2ccccc2)cc(Cl)c1OCC (configuration not stated)	0.1	3	-2	4	-5	-5	9	1.0	2
O=C1NC(=O)N(CCC2=CCCCC2)C(=O)/C1=C/c1ccc(O)cc1	-0.7	-8	-20	-5	-14	-1	5	3.4	-4
CCC1C2CC3C4N(C)c5ccccc5C45CC(C2C5O)N3C1O (configuration not stated)	-0.1	2	9	5	-9	-5	3	-0.1	6
O=C1c2ccccc2C2(c3ccc(Cl)cc3)NCCN12 (configuration not stated)	0.1	3	-7	-4	-5	-5	2	-0.8	-1
COc1cc(CN2CC=C(c3ccc(F)cc3)CC2)cc(OC)c1	0.0	0	0	0	-3	14	-3	-0.9	4
COc1ccccc1-n1c(O)c(/C=N/N2CCCCC2)c(=O)n(-c2ccccc2OC)c1=S	0.0	1	-12	-2	9	1	4	2.3	7
CN1CCN(c2ccc(C(F)(F)F)cc2N)CC1	0.3	0	-20	-2	5	-2	2	-0.2	7
O=C(Nc1cccc(OC(=O)N2CCOCC2)c1)N1CCOCC1	-0.1	11	11	-4	-7	-4	17	-0.1	1

Some of the compounds tested (hit frequency here may not be typical).
